Screening results deposited in PubChem by several laboratories.
Scp-1 inhibitor: inhibitors of human Scp-1 phosphatase. Q9GZU7. Recombinant Scp1, phosphopeptide, malachite green phosphate absorbance. inhibition, % at 20 µM. hit rate 0.88% among 340,000;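 active means inhibition above about 50% at 20 µM, limit read from the data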;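 further: plate controls were DMSO wells with enzyme for no effect and wells lacking enzyme for full effect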
Target sequence (Q9GZU7 76-261 limits assumed): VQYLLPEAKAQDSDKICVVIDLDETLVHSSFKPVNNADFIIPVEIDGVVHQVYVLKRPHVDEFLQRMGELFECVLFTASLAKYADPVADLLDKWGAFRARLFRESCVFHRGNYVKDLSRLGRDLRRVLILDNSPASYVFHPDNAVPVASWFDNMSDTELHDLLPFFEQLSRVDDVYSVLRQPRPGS
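Test system: SCP-1 phosphatase catalytic domain, residues 76-261; measured by: colorimetric phosphate reagent with accelerator and stabiliser, absorbance at 630 nm; timing: enzyme reaction 45 min at room temperature, colour 5 min, stabilisation 30 min; also added: Phosphorylated 17-residue peptide substrate; compound dosing: one concentration, 20 µM, with 1.0% DMSO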
SUMO1-SIM PPI: SUMO1-SIM interaction modulation; P63165; SUMO1 binding to a labelled peptide, TR-FRET, 1 h; inhibition, % at 20 µM; hit rate 0.33% among 360,000; in the data active means inhibition above about 37%
MLLE-PAM2 inh: blocks PAM2 peptide binding to the PABP1 MLLE domain | AID 588489 | GST-MLLE / FITC-PAM2 fluorescence polarization | hit rate 0.36% among 360,000 | P11940 | inhibition, % at 20 µM; in the data active means inhibition above about 35%, passing the limit was not always enough;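 further: plate controls were DMSO wells with GST-MLLE for no effect and wells lacking GST-MLLE protein for full effect; some results filed as inactive read as strong as hits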
Target sequence (P11940 whole entry, looked up, the tested form may be a part): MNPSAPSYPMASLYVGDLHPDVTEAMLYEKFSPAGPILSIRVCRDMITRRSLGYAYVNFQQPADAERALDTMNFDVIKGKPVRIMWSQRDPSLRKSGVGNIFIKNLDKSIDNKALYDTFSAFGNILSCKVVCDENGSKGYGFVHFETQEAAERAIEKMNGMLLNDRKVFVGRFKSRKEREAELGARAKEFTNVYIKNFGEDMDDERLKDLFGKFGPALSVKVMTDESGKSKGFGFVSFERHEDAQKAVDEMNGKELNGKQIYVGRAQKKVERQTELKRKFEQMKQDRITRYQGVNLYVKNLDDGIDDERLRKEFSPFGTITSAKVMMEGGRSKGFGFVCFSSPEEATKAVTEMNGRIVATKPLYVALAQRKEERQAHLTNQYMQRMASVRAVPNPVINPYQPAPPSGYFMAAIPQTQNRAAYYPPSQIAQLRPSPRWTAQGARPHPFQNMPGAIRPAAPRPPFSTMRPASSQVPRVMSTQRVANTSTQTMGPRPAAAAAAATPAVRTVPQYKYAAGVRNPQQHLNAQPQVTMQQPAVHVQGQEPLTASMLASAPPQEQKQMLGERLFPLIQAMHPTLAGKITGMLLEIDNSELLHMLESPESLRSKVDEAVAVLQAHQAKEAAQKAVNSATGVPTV
CSN deneddyl inh: blocks human CSN-mediated cullin deneddylation | Purified CSN, SCF-Nedd8-OG deneddylation, fluorescence polarization | inhibition, % at 12.5 µM | hit rate 0.38% among 360,000;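 active means pattern-corrected inhibition above about 35%, with an unprinted fluorescence ratio check between 0.5 and 1.5, limit read from the data, passing the limit was not always enough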;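 further: 0% = enzyme with substrate and 100% = substrate without enzyme; some results filed as inactive read as strong as hits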
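Assay system: purified human Csn5 enzyme expressed in HEK293T cells; Input: 0.24 nM Csn5 enzyme, final concentration; Reagent: 10 nM SCFSkp2-Nedd8OG; Compound dosing: 12.5 µM single point; Times: reaction 90 min, room temperature; Technique: fluorescence polarization readout.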
LMPTP inh: blocks human LMPTP phosphatase. recombinant LMPTP-A, OMFP fluorogenic substrate, fluorescence intensity. inhibition, % at 20 µM. hit rate 0.22% among 360,000. AID 651560;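 active means compounds that cut the enzyme signal by at least half of the control window in the single-dose screen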;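 further: plate controls were DMSO wells with enzyme plus substrate for no effect and substrate without enzyme for full effect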
Target sequence (P24666 whole entry, looked up): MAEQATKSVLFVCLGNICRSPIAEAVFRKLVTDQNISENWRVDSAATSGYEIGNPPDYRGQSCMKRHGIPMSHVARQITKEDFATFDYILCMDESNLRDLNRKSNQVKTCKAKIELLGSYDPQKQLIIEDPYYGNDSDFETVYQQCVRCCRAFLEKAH
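Test system – LMPTP-A enzyme · Amount – LMPTP-A at 0.625 nM final in the reaction · Buffer or medium – Bis-Tris pH 6.0, DTT, detergent · Reagent – OMFP 400 µM · Doses – single 20 µM dose · Schedule – reaction 50 min, room temperature, dark · Detection – fluorescence intensity of OMFP turnover product · Evaluation – percent inhibition versus substrate-only and uninhibited controls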
STEP block: blocks human striatal-enriched tyrosine phosphatase; P54829; recombinant STEP, OMFP fluorogenic substrate, fluorescence; inhibition, % at 20 µM; hit rate 0.25% among 360,000;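 active means inhibition at 20 µM, scaled per plate between control wells, above about 37%, limit read from the data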;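 further: 0% = DMSO with enzyme and substrate and 100% = substrate only without enzyme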
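Test system: STEP tyrosine phosphatase / Reagent: OMFP at 25 µM / Doses: 20 µM, 1% DMSO / Read-out: percent inhibition scaled to no-enzyme and uninhibited-enzyme controls, plate-pattern corrected / Detection: FITC-channel fluorescence of OMFP product / Medium: Bis-Tris buffer pH 6.0, 2.5 mM DTT, 0.005% Tween 20 / Schedule: 20 min at room temperature, dark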
DNMT1 inh: DNMT1 (human) enzyme inhibition; DNMT1 molecular beacon, Hinp1I cleavage, fluorescence; hit rate 0.83% among 360,000; inhibition (reported as % activation of signal), % at 10 µM; P26358; in the data active means inhibition above about 50%
Tb MetRS inh: Trypanosoma brucei MetRS inhibition; purified T. brucei MetRS, ATP depletion, Kinase-Glo luminescence; inhibition, % at 11.9 µM; hit rate 0.4% among 360,000; AID 624268;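 active means inhibition above a per-plate cutoff of the control wells' mean inhibition plus 3 SD, cut at about 5.5% in these data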;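 further: 0% = DMSO wells median and 100% = median of wells with control inhibitor compound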
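Dosing: 11.9 µM single point; system: parasite MetRS enzyme; technique: luminescence of leftover ATP; times: 15 min enzyme-compound preincubation, 2 h reaction, 10 min detection, 25 °C; replicates: each compound tested once; read-out basis: percent inhibition relative to median high and low control wells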
NadD inh: inhibitors of Staphylococcus aureus NadD. purified NadD enzyme, colorimetric absorbance read-out. AID 602399. hit rate 0.78% among 360,000. inhibition, % at 20 µM; in the data active means inhibition above about 26%; further: some compounds past the cut are filed as inactive
Rpn11 block: Rpn11 (human) deubiquitinase inhibition | calls only at 20 µM | O00487 | human 26S proteasome, Ub4-pepOG fluorescence polarization; 20S core pre-blocked with epoxomicin | AID 588493 | hit rate 0.59% among 360,000;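 active means inhibition at 20 µM, scaled to each plate's controls, above about 33%, limit read from the data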
* hit, by the source's call; & = joins results of further samples.

Screening O=C(CCNC(=O)c1ccccc1)N/N=C/c1ccc([N+](=O)[O-])cc1 returned Scp-1 inhibitor 3, SUMO1-SIM PPI -23, MLLE-PAM2 inh 7, CSN deneddyl inh 2, LMPTP inh 0.0, STEP block -1, DNMT1 inh 1, Tb MetRS inh -0.3, NadD inh 4 and Rpn11 block inactive.
`O=C(O)CC(C(=O)O)n1nc(-c2ccccc2)cc1-c1ccccc1` (centres undefined) gave Scp-1 inhibitor -4, SUMO1-SIM PPI 4, MLLE-PAM2 inh -2, CSN deneddyl inh -4, LMPTP inh 0.1, STEP block 2, DNMT1 inh 6, Tb MetRS inh -0.1, NadD inh 2 and Rpn11 block inactive.
`Cc1ccccc1N=C1Nc2ccccc2N[C@]12C[C@H]1CCC(=O)N3CC[C@@H](C2)[C@@H]13` gave Scp-1 inhibitor -8, SUMO1-SIM PPI 2, MLLE-PAM2 inh -5, CSN deneddyl inh -5, LMPTP inh -0.4, STEP block 2, DNMT1 inh 4, Tb MetRS inh -0.2, NadD inh -2 and Rpn11 block inactive.
Screening Cc1ccccc1C(=O)NNS(=O)(=O)c1ccc(F)cc1 returned SUMO1-SIM PPI -5, MLLE-PAM2 inh 7, CSN deneddyl inh -3, LMPTP inh 0.4, STEP block 2, DNMT1 inh 5, Tb MetRS inh -0.1, NadD inh -5 and Rpn11 block inactive.
`N#Cc1c(NC(=S)NC(=O)Cc2cccs2)sc2c1CCCCC2` gave Scp-1 inhibitor -11, SUMO1-SIM PPI 4, MLLE-PAM2 inh 22, CSN deneddyl inh 2, LMPTP inh 4.3, STEP block 4, DNMT1 inh -15, Tb MetRS inh -0.7, NadD inh 24 and Rpn11 block inactive.
Screening COc1cccc(C(=O)NNC(=O)Cc2csc(N)n2)c1 returned Scp-1 inhibitor -9, SUMO1-SIM PPI 6, MLLE-PAM2 inh 1, CSN deneddyl inh 8, LMPTP inh 0.0, STEP block -4, DNMT1 inh 4, Tb MetRS inh -0.7, NadD inh -6 and Rpn11 block inactive.
Cc1cc(C)n(CC(=O)NC2CCCCC2C)c(=O)c1C#N (centres undefined) was read as Scp-1 inhibitor 8, SUMO1-SIM PPI 3, MLLE-PAM2 inh 9, CSN deneddyl inh -5, LMPTP inh -0.6, STEP block -2, DNMT1 inh 2, Tb MetRS inh -0.5, NadD inh -7 and Rpn11 block inactive.
`COC(=O)c1nn(-c2cccc(Cl)c2)cc(OC)c1=O` gave Scp-1 inhibitor 5, SUMO1-SIM PPI 1, MLLE-PAM2 inh -2, CSN deneddyl inh 1, LMPTP inh -0.2, STEP block -3, DNMT1 inh 5, Tb MetRS inh -1.6, NadD inh -1 and Rpn11 block inactive.
Cc1cc(F)c(F)c(C(=O)N2CCOCC2)c1 was read as Scp-1 inhibitor -14, SUMO1-SIM PPI 1, MLLE-PAM2 inh -6, CSN deneddyl inh 1, LMPTP inh -0.3, STEP block -3, DNMT1 inh 0, Tb MetRS inh -0.4, NadD inh 8 and Rpn11 block inactive.
For O=C(CN1C(=O)C2(OCCCO2)c2ccccc21)NCc1ccccc1 the results were Scp-1 inhibitor 0, SUMO1-SIM PPI 4, MLLE-PAM2 inh -11, CSN deneddyl inh 3, LMPTP inh 0.1, STEP block 5, DNMT1 inh -3, Tb MetRS inh -0.8, NadD inh -7 and Rpn11 block inactive.
For CC(C)c1ccc(NC(=O)CSc2nc3ccsc3c(=O)n2Cc2ccc(C(=O)O)cc2)cc1 the results were Scp-1 inhibitor 14, SUMO1-SIM PPI 7, MLLE-PAM2 inh -11, CSN deneddyl inh -2, LMPTP inh 1.5, STEP block 0, DNMT1 inh -4, Tb MetRS inh -0.1, NadD inh 32* and Rpn11 block inactive.
O=C(Nc1ccn(CCCNCC(c2ccccc2)c2ccccc2)c(=O)n1)OCc1ccccc1 was read as SUMO1-SIM PPI -7, MLLE-PAM2 inh 6, CSN deneddyl inh 2, LMPTP inh 1.3, STEP block 3, DNMT1 inh -2, Tb MetRS inh -1.2, NadD inh 12 and Rpn11 block inactive.
COc1ccc(NCc2nnc(SCC(=O)c3ccc(OC)cc3)n2C)cc1 was read as Scp-1 inhibitor 3, SUMO1-SIM PPI -9, MLLE-PAM2 inh -58, CSN deneddyl inh 3, LMPTP inh 1.5, STEP block 1, DNMT1 inh -4, Tb MetRS inh -0.6, NadD inh 7 and Rpn11 block inactive.
For CN(C(=O)c1ccc(OC2CCN(S(=O)(=O)N(C)C)CC2)cc1)C1CCCCC1 the results were Scp-1 inhibitor 4, SUMO1-SIM PPI 3, MLLE-PAM2 inh -7, CSN deneddyl inh 1, LMPTP inh 0.3, STEP block 1, DNMT1 inh -1, Tb MetRS inh -0.5, NadD inh -4 and Rpn11 block inactive.
Screening Cc1ccc(Nc2nc(N)nc(CC#N)n2)cc1 returned Scp-1 inhibitor -1, SUMO1-SIM PPI 0, MLLE-PAM2 inh -7, CSN deneddyl inh 0, LMPTP inh -0.7, STEP block 0, DNMT1 inh 4, Tb MetRS inh -0.3, NadD inh 0 and Rpn11 block inactive.

The closing three compounds of the section above lead into the next.
COc1ccc(NCc2nnc(SCC(=O)c3ccc(OC)cc3)n2C)cc1 was read as Scp-1 inhibitor 3, SUMO1-SIM PPI -9, MLLE-PAM2 inh -58, CSN deneddyl inh 3, LMPTP inh 1.5, STEP block 1, DNMT1 inh -4, Tb MetRS inh -0.6, NadD inh 7 and Rpn11 block inactive.
For CN(C(=O)c1ccc(OC2CCN(S(=O)(=O)N(C)C)CC2)cc1)C1CCCCC1 the results were Scp-1 inhibitor 4, SUMO1-SIM PPI 3, MLLE-PAM2 inh -7, CSN deneddyl inh 1, LMPTP inh 0.3, STEP block 1, DNMT1 inh -1, Tb MetRS inh -0.5, NadD inh -4 and Rpn11 block inactive.
Screening Cc1ccc(Nc2nc(N)nc(CC#N)n2)cc1 returned Scp-1 inhibitor -1, SUMO1-SIM PPI 0, MLLE-PAM2 inh -7, CSN deneddyl inh 0, LMPTP inh -0.7, STEP block 0, DNMT1 inh 4, Tb MetRS inh -0.3, NadD inh 0 and Rpn11 block inactive.
For O=C(NCc1ccco1)/C(=C/c1ccco1)NC(=O)c1ccccc1 the results were Scp-1 inhibitor -1, SUMO1-SIM PPI 2, MLLE-PAM2 inh 10, CSN deneddyl inh -2, LMPTP inh 0.1, STEP block -1, DNMT1 inh 2, Tb MetRS inh 0.4, NadD inh 5 and Rpn11 block inactive.
`O=C(NC1CCC(O)CC1)c1ccc(S(=O)(=O)NCc2ccco2)cc1` (centres undefined) gave Scp-1 inhibitor -6, SUMO1-SIM PPI -5, MLLE-PAM2 inh -5, CSN deneddyl inh -6, LMPTP inh 2.4, STEP block -6, DNMT1 inh -1, Tb MetRS inh -0.4, NadD inh 2 and Rpn11 block inactive.
`COc1ccc(CCC(=O)N2CCN(c3ccc([N+](=O)[O-])cc3)CC2)cc1OC` gave Scp-1 inhibitor -12, SUMO1-SIM PPI -26, MLLE-PAM2 inh 2, CSN deneddyl inh -2, LMPTP inh -0.6, STEP block 2, DNMT1 inh -5, Tb MetRS inh -0.1, NadD inh -5 and Rpn11 block inactive.
Screening CCO[C@@H]1OC(C(=O)O)=C[C@H](c2ccccc2)[C@H]1CCCO returned Scp-1 inhibitor -4, SUMO1-SIM PPI 2, MLLE-PAM2 inh 4, CSN deneddyl inh -2, LMPTP inh -1.7, STEP block -4, DNMT1 inh 3, Tb MetRS inh -0.1, NadD inh -6 and Rpn11 block inactive.
O=C(CCn1cnc(-c2ccccc2)c1-c1ccccc1)N/N=C/c1ccccc1O was read as Scp-1 inhibitor -8, SUMO1-SIM PPI 1, MLLE-PAM2 inh 16, CSN deneddyl inh -5, LMPTP inh 3.1, STEP block 0, DNMT1 inh -3, Tb MetRS inh -0.2, NadD inh 4 and Rpn11 block inactive.
O=C1CSC(c2cccc([N+](=O)[O-])c2)N1c1ccc(O)cc1 (centres undefined) was read as Scp-1 inhibitor -9, SUMO1-SIM PPI -10, MLLE-PAM2 inh 14, CSN deneddyl inh -2, LMPTP inh -2.1, STEP block 4, DNMT1 inh 1, Tb MetRS inh 0.1, NadD inh 0 and Rpn11 block inactive.
For O=C(NCC(=O)N1CCOCC1)c1ccccc1 the results were Scp-1 inhibitor -5, SUMO1-SIM PPI 5, MLLE-PAM2 inh -1, CSN deneddyl inh 4, LMPTP inh -0.8, STEP block -2, DNMT1 inh 4, Tb MetRS inh -0.3, NadD inh -3 and Rpn11 block inactive.
`Cc1ccc(CN2C(=O)C(Cc3ccccc3)Nc3ncnc(N4CCCCC4)c32)cc1` (centres undefined) gave Scp-1 inhibitor 1, SUMO1-SIM PPI 4&4, MLLE-PAM2 inh -10&-8, CSN deneddyl inh -1&1, LMPTP inh -1.3&-0.2, STEP block 1&1, DNMT1 inh 2&3, Tb MetRS inh -0.1&-0.2, NadD inh 14&11 and Rpn11 block inactive.
`Cc1sc2ncnc(N/N=C/c3ccc(O)cc3)c2c1C` gave Scp-1 inhibitor -5, SUMO1-SIM PPI -7, MLLE-PAM2 inh -13, CSN deneddyl inh 3, LMPTP inh 1.6, STEP block 0, DNMT1 inh -7, Tb MetRS inh 0.1, NadD inh -2 and Rpn11 block inactive.
For CC(C)(C)C(=O)COC(=O)c1cc2ccccc2cc1O the results were Scp-1 inhibitor -7, SUMO1-SIM PPI 0, MLLE-PAM2 inh 6, CSN deneddyl inh -1, LMPTP inh 0.4, STEP block 1, DNMT1 inh 2, Tb MetRS inh -0.1, NadD inh 5 and Rpn11 block inactive.
For COc1cc(C2C(C#N)=C(N)Oc3cc(N)ccc32)cc(OC)c1OC (centres undefined) the results were Scp-1 inhibitor -6, SUMO1-SIM PPI -7, MLLE-PAM2 inh -32, CSN deneddyl inh 3, LMPTP inh 0.3, STEP block 4, DNMT1 inh -13, Tb MetRS inh 3.1, NadD inh 7 and Rpn11 block inactive.
For O=C(c1cc(F)ccc1F)C1CCCN(C(=O)c2ccc3nccnc3c2)C1 (centres undefined) the results were Scp-1 inhibitor -3, SUMO1-SIM PPI -4, MLLE-PAM2 inh -11, CSN deneddyl inh -3, LMPTP inh 0.3, STEP block 4, DNMT1 inh -3, Tb MetRS inh 0.0, NadD inh -5 and Rpn11 block inactive.
